Rac1 mut GTP = human Rac1 activated mutant GTP binding change. actives 0.11% (n = 190,000). percent activity (GTP binding), % at 10 µM. P63000. AID 764. GST-Rac1 activated beads, fluorescent GTP binding, flow cytometry; actives lie on both sides; 100% means binding = to untreated wells;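 active means GTP binding at least 20 percentage points away from the 100% baseline, in either direction, so actives lie on both sides; inconclusive means Compound likely fluorescent itself, or too few beads counted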
Pf gamet viab = P. falciparum stage V gametocyte viability inhibition; P. falciparum stage V gametocytes, ATP luminescence, 24 h; inhibition, % at 10.9 µM; actives 0.065% (n = 150,000); AID 743093;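 active means inhibition above the mean plus 3 SD of compounds within the control limits, set per campaign, cut at about 38% in these data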;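 further: 0% = DMSO wells and 100% = medium only without gametocytes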
ABCG2 inh = blocks JC-1 efflux by human ABCG2 transporter; Q9UNQ0; IgMXP3 cells, flow cytometry; inhibition, % at 6.6 µM; actives 0.1% (n = 190,000); AID 1325;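 active means inhibition above 80%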;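 further: 0% = DMSO and 100% = nicardipine control wells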
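Incubation: cells with compound and JC-1, 10 min at 25 °C, rotating, no wash / Test system: IgMXP3 (ABCG2) plus far-red-tagged CCRF-Adr (ABCB1) cells / Compound dosing: one concentration, 6.6 µM final / Also added: JC-1 fluorescent substrate / Evaluation: efflux inhibition in percent versus controls / Detection: flow cytometry, 530 nm JC-1 signal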
Rab2 wt GTP = changes GTP binding to wildtype dog Rab2A, up or down | GST-Rab2 wt beads, Bodipy-GTP binding, flow cytometry | actives 0.19% (n = 190,000) | P61105 | GTP binding activity, % at 10 µM;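 active means GTP binding activity at least 20 points away from 100%, either lowered or raised; inconclusive means signal likely due to the compound's own green fluorescence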;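 further: 0% = beads with excess unlabeled GTP and 100% = no-compound control corrected for plate trend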
Cdc42 wt = changes GTP binding to wildtype human Cdc42. AID 761. actives 0.2% (n = 190,000). P60953. GST-Cdc42 beads, Bodipy-GTP binding, flow cytometry; actives lie on both sides. percent activity (GTP binding), % at 10 µM;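 active means percent activity GTP binding at least 20 points away from the 100% baseline, either down as inhibitor or up as activator; inconclusive means compound flagged as likely green fluorescent from well-wide comparison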;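 further: median bead fluorescence of bound Bodipy-FL-GTP at 100 nM; 0% = excess unlabeled GTP control and 100% = no compound control; below 100% means less GTP binding so inhibitor and above means activator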
Target sequence (P60953 whole entry, looked up): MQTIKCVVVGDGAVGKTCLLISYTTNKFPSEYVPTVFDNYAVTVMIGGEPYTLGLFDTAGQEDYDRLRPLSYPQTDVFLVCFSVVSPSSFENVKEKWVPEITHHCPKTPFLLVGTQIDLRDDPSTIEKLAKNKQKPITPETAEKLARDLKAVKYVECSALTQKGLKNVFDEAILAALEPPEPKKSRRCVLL
Avidin fluor = compound fluoresces at 488/530 nm on avidin beads; AID 1775; compound fluorescence 488/530 nm, flow cytometry; active compounds read high; actives 0.38% (n = 220,000); fluorescence (KMESF) at 10 µM; in the data active means fluorescence above about 47; further: inactives centre near 10
ABCB1 inh = blocks JC-1 efflux by human ABCB1 transporter. P08183. CCRF-Adr cells, flow cytometry. inhibition, % at 6.6 µM. actives 0.067% (n = 190,000). AID 1326; in the data active means inhibition above about 40%;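 further: 0% = vehicle and 100% = reference inhibitor; higher value means more JC-1 retained so stronger ABCB1 efflux block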
HRas wt GTP = human HRas wildtype GTP binding, change in either direction; P01112; GST-Ras wt beads, Bodipy-FL-GTP binding, flow cytometry; actives lie on both sides; GTP binding activity, % at 10 µM; actives 0.14% (n = 190,000); AID 759;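 active means GTP binding activity at least 20% away from the 100% baseline, either lowered as inhibitor or raised as activator; inconclusive means flagged as likely green fluorescent, judged across all proteins in the well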;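 further: 0% = unlabeled GTP competition control and 100% = no-compound control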
Target sequence (P01112 whole entry, looked up): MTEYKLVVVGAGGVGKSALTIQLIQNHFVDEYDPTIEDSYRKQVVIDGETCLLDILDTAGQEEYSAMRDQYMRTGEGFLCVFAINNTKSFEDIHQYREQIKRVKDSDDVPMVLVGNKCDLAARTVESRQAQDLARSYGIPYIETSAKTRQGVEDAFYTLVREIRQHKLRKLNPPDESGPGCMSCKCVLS
Rab7 wt GTP bind = dog Rab7 wildtype GTP binding, inhibitors and activators. GTP binding activity (percent of control), % at 10 µM. GST-Rab7 beads, fluorescent GTP binding, flow cytometry; actives lie on both sides; untreated = 100%, excess cold GTP = 0%. actives 0.055% (n = 190,000);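 active means fluorescent GTP binding to Rab7 beads changed by at least 20 points from the 100% baseline, either direction, mostly lower; inconclusive means compound itself probably fluorescent, or too few beads counted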;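 further: median green fluorescence of bound Bodipy-FL-GTP per Rab7 bead population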
GSH fluor = GSH bead compound fluorescence profile. GSH beads flow cytometry, compound fluorescence 488/530 nm; active compounds read high. fluorescence (KMESF) at 10 µM. actives 0.25% (n = 190,000); in the data active means fluorescence above about 89;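 further: glutathione beads carrying GST-tagged Bcl family fusion proteins plus one bare bead set; values are compound well signal with DMSO vehicle wells as background; inactives centre near 16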
Rac1 wt modul = modulators of human Rac1 wildtype GTP binding. P63000. GST-Rac1 beads, fluorescent GTP binding, flow cytometry; actives lie on both sides; 0 = cold GTP competed, 100 = untreated. GTP binding activity (% of control), % at 10 µM. actives 0.27% (n = 190,000). AID 757;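 active means GTP binding activity at least 20 points away from the 100% control level, either lower or higher; inconclusive means compound flagged as likely green fluorescent, judged across all proteins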
Active calls of the source: *; ? = inconclusive; / = not tested or not shown.

Fields: Rac1 mut GTP	Pf gamet viab	ABCG2 inh	Rab2 wt GTP	Cdc42 wt	Avidin fluor	ABCB1 inh	HRas wt GTP	Rab7 wt GTP bind	GSH fluor	Rac1 wt modul
Cc1onc(-c2ccccc2Cl)c1C(=O)N1CCN(c2cccc(Cl)c2)CC1
  97	/	1	101	100	5	0.9	97	98	12	101
O=C(NC(=S)NCC1CCCO1)c1ccccc1Br (stereo not given)
  104	-9	-1	102	102	3	-0.1	104	97	6	101
CC(SCCc1ccccn1)C(=O)O (stereo not given)
  99	/	0	101	101	5	0.1	101	96	17	104
ON1C(c2ccc(Cl)cc2Cl)N(O)[C@H]2CCCC[C@H]21 (stereo not given in full)
  92	/	1	92	92	2	0.4	95	94	38	93
CC(=O)N(C)c1nc(-c2ccc(Cl)cc2)cs1
  98	/	1	98	101	35	0.2	99	99	26	103
COc1ccc(S(=O)(=O)N2CCC(C(=O)N3CCN(c4ccccc4OC)CC3)CC2)cc1
  91	/	2	94	91	12	1.1	91	93	33	88
Cc1ccc(C(=O)OCC(=O)Nc2ccc(N(C)C)cc2)cc1NC(=O)c1ccco1
  100	/	5	100	100	6	0.7	100	100	13	101
CC(C)(C)c1ccccc1NC(=S)NC1CCCCC1
  100	-9	0	96	96	11	-0.1	99	97	16	104
Cc1ccc(OCc2ccc(C(=O)NCC3CCCO3)cc2)cc1 (stereo not given)
  94	0	9	95	92	10	1.2	93	103	20	97
c1ccc(Oc2cccc(NC3=NCCC3)c2)cc1
  97	/	-4	101	98	10	1.6	99	98	20	100
COc1ccc2[nH]c(=O)c(CN(C(=O)C3CCCO3)c3ccc(C)cc3)cc2c1 (stereo not given)
  99	-10	3	102	103	8	0.5	101	103	9	103
CCn1cnc2sc(C(=O)O)c(C)c2c1=O
  100	/	1	99	103	16	0.4	102	99	28	109
COc1ccccc1CNC(=O)C(NC(=O)c1ccc(C)cc1)C(C)C (stereo not given)
  96	-4	13	101	100	12	2.0	101	106	19	105
CCN(c1ccc(NC(=O)COC(=O)CCc2cc(OC)c(OC)c(OC)c2)cc1)C(C)C
  94	-22	-10	94	91	5	-3.4	93	96	16	92
O=C(Nc1ccccc1)N(CCc1nc2ccccc2[nH]1)C1CCCC1
  96	4	10	96	104	26	2.1	101	95	11	99

(more compounds)
Fields: Rac1 mut GTP	Pf gamet viab	ABCG2 inh	Rab2 wt GTP	Cdc42 wt	Avidin fluor	ABCB1 inh	HRas wt GTP	Rab7 wt GTP bind	GSH fluor	Rac1 wt modul
COc1cc(C)nc(N2CCCC(C(=O)Nc3cccc(Cl)c3Cl)C2)n1 (stereo not given)
  98	7	5	99	102	9	0.9	102	96	63	98
NS(=O)(=O)c1ccc(CCNC(=O)c2ccc([N+](=O)[O-])cc2[N+](=O)[O-])cc1
  94	21	13	103	99	11	1.6	104	107	14	103
CC1CC(C)CN(C(=O)CCNS(=O)(=O)c2ccc3c(c2)CCC(=O)N3)C1 (stereo not given)
  103	-10	1	102	108	15	-0.1	104	101	22	109
COc1ccc(CCN(Cc2cc3cccc(C)c3n3nnnc23)C(=O)c2ccncc2)cc1OC
  98	/	7	97	97	9	5.5	97	97	12	97
O=C(Nc1ccc2c(c1)C(=O)N(CC1CCCO1)C2=O)c1ccccc1Br (stereo not given)
  96	/	1	98	101	9	0.2	99	96	17	98
Cc1cc(-c2nc3ncccc3o2)ccc1N
  97	/	-1	101	105	25	-0.1	100	103	23	102
COc1ccc(NS(=O)(=O)/C=C/c2ccc(OC)c(OC)c2)cc1
  96	-2	8	97	94	11	0.8	100	93	24	98
CC12CCC(C(=O)N(NC(=O)c3ccccc3O)C1=O)C2(C)C (stereo not given)
  102	15	1	102	105	2	0.2	104	102	23	105
Cn1cccc1-c1cc(C(=O)O)[nH]n1
  97	5	3	97	97	24	1.1	98	99	11	99
Cc1cccc(NC(=O)C2CCCN2C(=O)OCC(C)C)c1C (stereo not given)
  98	/	3	100	101	30	0.6	100	100	20	104
COc1ccc2c(c1)cc(C(=O)O)n2C
  98	2	3	100	98	10	0.7	100	102	14	101
O=C(CN1CCN(c2ccc(F)cc2)CC1)OCc1ccccc1
  97	4	9	99	102	12	0.3	99	97	33	106
Cc1cc(C)cc(C(=O)Nc2ccc(N3CCN(S(C)(=O)=O)CC3)cc2)c1
  93	-31	0	96	92	11	-0.1	93	98	15	96
COc1ccc(NC(=O)c2onc(C)c2Cl)cc1OC
  95	/	2	94	96	6	-0.1	96	95	17	95
CCN(CC)S(=O)(=O)c1ccc(Cl)c(C(=O)Nc2nnc(C)s2)c1
  95	12	1	92	96	4	0.6	94	94	21	98

The results go on.
Fields: Rac1 mut GTP	Pf gamet viab	ABCG2 inh	Rab2 wt GTP	Cdc42 wt	Avidin fluor	ABCB1 inh	HRas wt GTP	Rab7 wt GTP bind	GSH fluor	Rac1 wt modul
On1nnc2ccc(C(F)(F)F)cc21
  95	-3	0	94	94	5	0.0	96	98	12	96
COc1ccc(/C=C/C(=O)NCC(=O)N/N=C/c2cc(Br)ccc2OCc2ccccc2)cc1
  102	/	0	102	103	7	-0.1	103	102	13	105
CCOc1ccc(NC(=O)N2CCC(c3nc4ccccc4o3)CC2)cc1
  96	3	15	98	98	5	0.9	98	100	22	102
O=C(/C=C/c1ccccc1)NC(=S)Nc1ccc2c3c(cccc13)CC2
  97	16	-2	98	98	13	-0.4	98	93	9	100
CCN(CC)CC(C(=O)N(CC)CC)P(=O)(c1ccccc1)c1ccccc1 (stereo not given)
  100	/	4	102	100	10	0.8	104	103	49	105
O=S(=O)(c1ccc(Br)cc1)n1ccc2ccccc21
  96	3	5	97	98	12	0.8	98	97	26	96
CCn1c2ccccc2c2cc(/C=N/NC(=O)c3ccc(O)cc3)ccc21
  98	6	-8	97	103	6	-1.9	97	98	15	102
CCOC(=O)C1=C(C)N(CCCC(=O)O)C(=O)NC1c1ccc([N+](=O)[O-])cc1 (stereo not given)
  98	/	-2	99	101	11	0.3	99	99	18	100
COc1cc(OC)c(S(=O)(=O)Nc2ccc(C)cn2)cc1NC(C)=O
  99	-22	-4	102	101	4	-1.0	101	98	18	100
CC(C)(Oc1cccc2ccccc12)C(=O)O
  97	11	6	95	97	12	1.5	98	92	28	97
O=S(=O)(c1ccccc1)c1cnn2c(C(F)(F)F)cc(-c3ccc(F)cc3)nc12
  93	-30	6	98	98	10	1.6	100	95	62	97
Cc1cc(OCC(=O)NC2CCCCC2)ccc1Cl
  100	-3	0	101	106	6	0.2	101	101	10	106
CC1CCN(S(=O)(=O)c2ccc(N=NC3=C(O)CC(C)(C)CC3=O)cc2)CC1
  99	44*	-2	96	103	1	0.2	101	104	13	100
CC(=O)Nc1ccc(NC(=O)c2ccc(COc3ccc4c(C)cc(=O)oc4c3)cc2)cc1
  100	/	2	102	104	12	0.0	106	103	2	110
Cc1ccc(-n2nc3c(c2NC(=O)c2cccs2)CSC3)cc1
  93	/	-1	92	93	16	-0.2	96	94	20	93

2 entries from above, as labelled records:
CCOc1ccc(NC(=O)N2CCC(c3nc4ccccc4o3)CC2)cc1
  Rac1 mut GTP = 96
  Pf gamet viab = 3
  ABCG2 inh = 15
  Rab2 wt GTP = 98
  Cdc42 wt = 98
  Avidin fluor = 5
  ABCB1 inh = 0.9
  HRas wt GTP = 98
  Rab7 wt GTP bind = 100
  GSH fluor = 22
  Rac1 wt modul = 102

O=C(/C=C/c1ccccc1)NC(=S)Nc1ccc2c3c(cccc13)CC2
  Rac1 mut GTP = 97
  Pf gamet viab = 16
  ABCG2 inh = -2
  Rab2 wt GTP = 98
  Cdc42 wt = 98
  Avidin fluor = 13
  ABCB1 inh = -0.4
  HRas wt GTP = 98
  Rab7 wt GTP bind = 93
  GSH fluor = 9
  Rac1 wt modul = 100

Other results follow:
Fields: Rac1 mut GTP	Pf gamet viab	ABCG2 inh	Rab2 wt GTP	Cdc42 wt	Avidin fluor	ABCB1 inh	HRas wt GTP	Rab7 wt GTP bind	GSH fluor	Rac1 wt modul
COc1ccc(/C=N/NC(=O)c2ccoc2C)cc1O
  100	-3	4	102	103	11	0.3	101	100	6	102
CC(C)CC(=O)Nc1ccc(C(=O)Nc2cccc(O)c2)cc1
  ?	-4	-2	?	?	6	-0.4	?	?	13	?
COc1nc(C#N)nc(N(C)C)n1
  99	0	5	98	102	9	1.7	99	99	24	99
O=C(c1cc(COc2ccc(F)cc2Cl)on1)N1CCCC(OCc2cccnc2)C1 (stereo not given)
  95	6	7	96	97	1	1.2	96	97	13	97
Cc1onc(-c2ccccc2Cl)c1C(=O)Nc1ccccc1N1CCOCC1
  96	/	2	97	98	9	1.0	99	99	12	98
O=C(NCCCN1CCCC1=O)c1ccc(OC(F)(F)F)cc1
  92	-13	0	94	92	15	0.0	93	99	7	88
COc1ccccc1C(=O)NCCn1cc(SCC(=O)NCc2ccco2)c2ccccc21
  98	/	71	102	102	30	2.5	104	102	23	106
COCCCn1cnc2c(c1=O)c1nc3ccccc3nc1n2CCc1ccccc1
  97	/	30	98	98	9	1.9	99	99	35	98
COc1ccc(NC(=S)N2CCCN(Cc3cc(C)ccc3C)C2)cc1
  94	4	9	98	96	7	12	99	94	13	103
CC(C)CCSc1nc(N)c(C#N)cc1C#N
  96	/	5	98	99	20	0.5	99	100	12	101
